PMI act: increases human mannose-6-phosphate isomerase activity | P34949 | actives 0.005% (n = 190,000) | purified human PMI, coupled resazurin fluorescence, 20 min; stronger effect = higher value; 1 = vehicle control, 0 substrate-free wells | AID 1214 | activation factor at 20 µM;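 active = activation factor of 2 or more at 20 µM, relative to plate controls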
Target sequence (P34949 whole entry, looked up): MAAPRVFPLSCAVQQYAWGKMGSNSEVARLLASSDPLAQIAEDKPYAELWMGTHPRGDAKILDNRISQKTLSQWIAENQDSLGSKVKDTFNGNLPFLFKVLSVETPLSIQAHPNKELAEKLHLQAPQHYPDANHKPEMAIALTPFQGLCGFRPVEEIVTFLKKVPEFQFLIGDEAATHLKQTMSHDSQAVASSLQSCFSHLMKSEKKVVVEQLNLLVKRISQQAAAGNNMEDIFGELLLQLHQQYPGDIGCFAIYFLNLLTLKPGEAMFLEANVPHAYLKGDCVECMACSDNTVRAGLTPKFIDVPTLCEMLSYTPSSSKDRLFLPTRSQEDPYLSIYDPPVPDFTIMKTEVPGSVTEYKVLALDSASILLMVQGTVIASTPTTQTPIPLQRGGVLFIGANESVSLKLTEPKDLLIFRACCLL
Efa HMGR inh: E. faecalis class II HMG-CoA reductase inhibition; purified E. faecalis HMGR, NADPH absorbance 340 nm kinetic; inhibition, % at 10 µM; actives 0.41% (n = 190,000); AID 1066;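 active = inhibition above a set limit, the median over all tested compounds plus 3 SD, cut at about 9.5% in these data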;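 note: enzyme runs in reverse so mevalonate oxidation gives rising NADPH absorbance; 0% = complete reaction with DMSO and 100% = background rate lacking mevalonate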
TNAP inh no acc: blocks human TNAP activity with no phosphate acceptor present | inhibition, % at 20 µM | AID 1012 | P05186 | purified TNAP, CDP-star luminescence, 30 min | actives 0.26% (n = 200,000);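 active = tissue-nonspecific alkaline phosphatase inhibition above about 50% at 20 µM in the single-dose screen, limit read from the data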;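 note: 0% = DMSO negative control and 100% = EDTA positive control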
S1P3 antagonist: antagonists of human S1P3 receptor; inhibition, % at 4.98 µM; CHO S1P3 NFAT-BLA reporter, FRET fluorescence, antagonist mode; AID 485; Q99500; actives 0.27% (n = 170,000);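 active = inhibition above the plate cutoff, the mean inhibition of test wells on that plate plus 3 SD, cut at about 28% in these data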;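 note: cells challenged with S1P at its EC80 of 0.8 µM; blue over green emission ratio from cleaved BLA substrate after 4 h stimulation; 0% = S1P-stimulated wells and 100% = unstimulated DMSO-only wells; some compounds past the cut are filed as inactive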
Target sequence (Q99500 whole entry, looked up): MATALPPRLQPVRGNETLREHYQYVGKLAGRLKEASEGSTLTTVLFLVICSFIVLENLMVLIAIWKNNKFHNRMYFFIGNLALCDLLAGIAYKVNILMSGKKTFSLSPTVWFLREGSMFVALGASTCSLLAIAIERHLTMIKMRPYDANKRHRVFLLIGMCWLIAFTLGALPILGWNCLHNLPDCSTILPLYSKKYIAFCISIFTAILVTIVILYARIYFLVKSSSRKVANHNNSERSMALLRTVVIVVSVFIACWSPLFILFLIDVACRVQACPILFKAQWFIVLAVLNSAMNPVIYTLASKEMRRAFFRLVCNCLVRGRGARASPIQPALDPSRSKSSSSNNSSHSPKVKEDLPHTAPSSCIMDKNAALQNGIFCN
PMI act hi M6P: activators of human phosphomannose isomerase at near-saturating mannose 6-phosphate; P34949; coupled PMI enzyme assay, resazurin fluorescence, 20 min; stronger effect = higher value; 1 = untreated enzyme, 0 = substrate-free blank; activation factor at 20 µM; actives 0.34% (n = 190,000); AID 1216;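 active = activation factor of 2 or more at 20 µM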
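Test system: human phosphomannose isomerase with PGI, G6PDH, diaphorase coupling enzymes; amount: 15 ng/mL PMI; incubation: enzyme reaction with compound 20 min at room temperature; technique: resorufin fluorescence (Ex 544/Em 590 nm) from resazurin via diaphorase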
Lmaj promast: inhibitors of Leishmania major promastigote growth | Leishmania major promastigotes, resazurin fluorescence viability | inhibition, % at 10 µM | actives 9% (n = 200,000); in the data active = inhibition above about 50%;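 note: promastigotes grown with compound for 44 hours at 28 °C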
Redox H2O2 prof: compounds producing H2O2 with reducing agent – biochemical, NIH compound library profiling, artefact control for MLSCN library redox annotation, primary screen; activation, % at 10 µM; DTT-dependent redox cycling H2O2, phenol red/HRP absorbance; 100% = 100 µM peroxide control, 0% = buffer; actives 0.03% (n = 200,000); AID 878;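 active = activation of at least 50% relative to the plate's high and low controls in the primary single-dose screen; inactive = activation below 50%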;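 note: compound incubated with DTT at 0.8 mM final as the reducing agent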
TNAP inh hiacc: inhibitors of human TNAP at high phosphate acceptor concentration; P05186; purified TNAP, CDP-star luminescence, 1 M DEA; inhibition, % at 20 µM; actives 0.03% (n = 200,000);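 active = over 50% inhibition of tissue-nonspecific alkaline phosphatase at 20 µM in the single-dose screen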;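 note: plate controls were DMSO wells for no effect and EDTA-quenched wells as full inhibition for full effect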
RAM inhibit: blocks the yeast RAM network. S. cerevisiae dse1pr::URA3 reporter, 5-FOA growth OD615, 2 d; analog-sensitive cbk1-as2 kinase mutant strain. inhibition, % at 50 µM. actives 1.8% (n = 190,000);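 active = inhibition above a set limit, 3 SD over mean compound inhibition, cut at about 8.4% in these data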;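 note: 0% = DMSO-only wells with no growth and 100% = 10 µM 1-NA-PP1 full growth; inhibition rescues growth on 5-FOA so higher OD means more RAM inhibition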
Hsp70 act: Hsp70 transcriptional activation, primary screen; HeLa Hsp70 promoter luciferase reporter, luminescence; scaled: vehicle 0, proteasome-inhibitor control 100%; activation, % at 10 µM; actives 0.04% (n = 200,000); AID 1203;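 active = activation above the mean across all tested compounds plus 3 SD, cutoff set per campaign, cut at about 5.5% in these data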;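 note: 100% = MG132 at 30 µM as the positive control and 0% = DMSO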
Active calls of the source: *; . = not tested or not shown; & = joins results of further samples.

SMILES | PMI act | Efa HMGR inh | TNAP inh no acc | S1P3 antagonist | PMI act hi M6P | Lmaj promast | Redox H2O2 prof | TNAP inh hiacc | RAM inhibit | Hsp70 act
CCOc1ccccc1Nc1nc(-c2sc(NC(=O)c3ccco3)nc2C)cs1 | 0.9 | 1 | -1 | . | 0.8 | 99* | -8.8 | -4 | 3.6 | -0.3
Cc1ccn2cc(CC(=O)O)nc2c1 | 1.1 | -1 | -5 | -4 | 1.1 | -2 | 1.2 | 0 | 2.1 | -0.2
S=C(Nc1ccccc1)N1CCn2c1nc1ccccc12 | 0.9 | 2 | -5 | . | 0.9 | -3 | 1.0 | -2 | 2.0 | -0.4
O=C(CCc1nc(-c2ccccc2)no1)NCC1CCCO1 (stereo unspecified) | 1 | -2 | -8 | 17 | 0.9 | -4 | -1.0 | -1 | 0.9 | -0.1
CCOP(=O)(OCC)/C(=N/OC(=O)c1ccccc1C)C(N)=O | 1 | -4 | -8 | -5 | 1 | -9 | -0.5 | 1 | 0.8 | -0.3
COc1cc(NC(=O)c2ccc(Cl)cc2Cl)ccc1-c1cc2ccccc2oc1=O | 1.1 | -1 | -7 | . | 1.1 | -6 | -4.3 | -6 | 4.8 | -0.2
C=CCN(CC=C)S(=O)(=O)c1ccc(F)cc1 | 0.9 | -4 | -10 | -16 | 1 | 0 | 0.5 | -4 | 3.0 | 0.0
O=C(Nc1ccc2oc(=O)ccc2c1)c1ccc(-c2ccc(Cl)cc2)o1 | 1 | -9 | -9 | 0 | 0.9 | -4 | 0.1 | 2 | 0.6 | -0.3
COc1ccc(Cl)cc1-c1n[nH]c(=S)n1C1CCCCC1 | 1 | -4 | -3 | . | 0.9 | 5 | 0.2 | 2 | 0.8 | -0.5
COC(=O)c1cc2ccsc2n1Cc1ccccc1F | 0.8 | -3 | -2 | 5 | 0.9 | -2 | 0.0 | -1 | 0.8 | -0.1
O=C(C1CCN(CCCc2ccccc2)CC1)N1CCCCC1 | 1 | -2 | -6 | . | 1.1 | -6 | 4.8 | -5 | 1.7 | 0.0
CC(C)(C)c1cc[n+](CC(=O)Nc2cc(C(F)(F)F)ccc2N2CCOCC2)cc1 | 1 | -4 | 6 | -5 | 1 | -1 | -0.9 | -4 | 2.1 | 0.1
CCc1nnc(NC(=O)CSc2nnc(CNc3ccc(OC)cc3)n2C)s1 | 1.1 | 2 | -7 | -10 | 1 | 40 | -0.4 | -4 | 3.5 | -0.5
Cc1sc2nc(SCC(=O)c3cc(C)n(CC4CCCO4)c3C)n(C(C)C)c(=O)c2c1C (stereo unspecified) | 0.9 | 1 | -11 | 10 | 0.7 | 17 | -2.3 | -5 | 2.9 | 0.0
Cc1ccc(S(=O)(=O)CC2CSc3nc(N)cc(=O)n32)cc1 (stereo unspecified) | 0.9 | 0 | -16 | -8 | 0.9 | -6 | -2.3 | -9 | -0.3 | -0.3
O=C(NC1CCCCC1)N1CCC(c2nc3ccc(Cl)cc3[nH]2)CC1 | 1.1 | -2 | 6 | 0 | 1 | 3 | -1.1 | -5 | -1.4 | 0.8
O=C1c2[nH]nc(-c3ccccc3O)c2C(c2ccc(F)cc2)N1Cc1ccco1 (stereo unspecified) | 0.9 | -1 | -67 | -9 | 1 | 94* | -0.2 | -8 | 3.1 | -0.2
CCc1nc2ccccc2c(C(=O)OCC(=O)Nc2ccc(S(=O)(=O)N3CCOCC3)cc2)c1C | 1 | 3 | 2 | -16 | 0.9 | 21 | -0.1 | -4 | -0.1 | -0.4
O=C(O)CC12CSc3[nH]c(=O)sc3C1c1ccccc1OC2=O (stereo unspecified) | 0.9 | -7 | -6 | -58 | 1 | -6 | -0.6 | 1 | 2.4 | 0.4
CCOC(=O)c1cnc(Nc2nc3ccccc3o2)nc1CN1CCN(c2ccccc2)CC1 | . | . | . | 7 | . | -5 | -3.0 | . | . | 0.1
COc1ccc(C2CC(=O)C=C(NCC3CCCO3)C2)cc1 (stereo unspecified) | 1.1 | -1 | -7 | -14 | 0.9 | -7 | 8.8 | -3 | -0.5 | 0.1
COc1ccc(C(=O)O)cc1NS(=O)(=O)c1cccc2nsnc12 | 1.1 | 4 | -4 | -24 | 1.1 | -3 | 0.5 | -7 | -0.2 | -0.3
CC(=O)N1C(=O)N(C)C2C1N(C)C(=O)N2C(C)=O (stereo unspecified) | 1 | 0 | -7 | -7 | 1 | 5 | -0.3 | -2 | 3.5 | 0.1
CCCCNC(=O)COc1ccccc1[N+](=O)[O-] | 1.1 | 1 | -8 | -7 | 1 | -3 | -0.7 | -2 | 5.3 | -0.4
CCOC(=O)C1CCCCN1C(=O)CCc1c(C)nc2ncnn2c1C (stereo unspecified) | 1 | 0 | -10 | 1 | 1 | 2 | -0.1 | -6 | 0.9 | -0.3
Cc1cc(C)cc(NC(=O)c2ccc3nc[nH]c3c2)c1 | 1.1 | -6 | -28 | -5 | 1 | 86* | -0.1 | -5 | 2.0 | -0.3
CCn1c(=O)cc(SCC(=O)Nc2ccc(Cl)cc2)c2ccccc21 | 0.9 | 1 | -17 | . | 1 | 7 | -2.9 | -6 | 5.2 | -0.3
Cn1c(-c2ccccc2)c(C=O)c2ccccc21 | 1.1 | -2 | -9 | 1 | 1.2 | -8 | 0.1 | -4 | -0.1 | -0.3
O=C(O)CCSc1ccc2ccccc2n1 | 1.1&1.1 | -3&-6 | -7&-11 | . | 1.2&1.1 | -2&-5 | -0.7&2.7 | -5&-2 | 0.1&2.3 | -0.3&-0.4
CCn1nnnc1SCC(=O)Nc1nc(-c2cccs2)cs1 | 1.1 | -3 | -6 | -5 | 1.1 | 55* | 2.4 | -5 | 1.7 | -0.1
O=C1N2CCSC2=NC1(NS(=O)(=O)c1ccccc1)C(F)(F)F (stereo unspecified) | 0.9 | 1 | -14 | -18 | 1 | -2 | 0.1 | 1 | 0.8 | 0.0
COCCCNC(=O)c1ccc(-n2nc(C(F)(F)F)cc2-c2cccs2)cc1 | 0.9 | 5 | -4 | . | 1 | 7 | 0.5 | -4 | 0.7 | 0.3
O=C(CN1CCCC1)Nc1ccc([N+](=O)[O-])cc1 | 1 | -3 | -11 | 2 | 1 | 8 | -0.4 | -4 | 1.6 | 0.0
COc1ccc(CNC(=O)/C=C/c2ccccc2[N+](=O)[O-])cc1 | 1.1 | -1 | -2 | -7 | 0.9 | -1 | 2.0 | -3 | 2.8 | -0.2
COc1ccccc1N(CC(=O)Nc1ccc2c(c1)OCO2)S(=O)(=O)c1ccccc1 | 0.7 | -1 | -7 | 7 | 0.8 | 32 | -3.8 | 0 | 2.3 | 0.2
COc1ccccc1CN(C)C(C)C(=O)Nc1cccc(C(C)=O)c1 (stereo unspecified) | 1 | -4 | -8 | 8 | 0.8 | 8 | -1.9 | -2 | -0.6 | -0.3
C=CCNCCOCCSc1ccc(Cl)cc1 | 1 | -2 | -10 | -2 | 0.9 | 99* | -0.8 | -2 | 0.7 | -0.1
O=C(Nc1ccccc1Oc1ccccc1)c1cc([N+](=O)[O-])ccc1Cl | 0.9 | 0 | -11 | -3 | 1 | 17 | 0.3 | -3 | 5.3 | -0.3
O=C(CNC(=O)C1CCCCC1)NCCCO | 1 | -1 | -9 | -9 | 0.9 | -7 | 1.5 | 3 | -0.1 | -0.2
CCc1ccc(NC(=O)Cn2c(=O)oc3cc(S(=O)(=O)N4CCOCC4)ccc32)cc1 | 0.9 | -6 | -16 | -21 | 1 | -10 | -1.8 | -4 | 2.8 | -0.2

In the list so far, these have a thiophene ring, fused or not.
SMILES | PMI act | Efa HMGR inh | TNAP inh no acc | S1P3 antagonist | PMI act hi M6P | Lmaj promast | Redox H2O2 prof | TNAP inh hiacc | RAM inhibit | Hsp70 act
COC(=O)c1cc2ccsc2n1Cc1ccccc1F | 0.8 | -3 | -2 | 5 | 0.9 | -2 | 0.0 | -1 | 0.8 | -0.1
Cc1sc2nc(SCC(=O)c3cc(C)n(CC4CCCO4)c3C)n(C(C)C)c(=O)c2c1C (stereo unspecified) | 0.9 | 1 | -11 | 10 | 0.7 | 17 | -2.3 | -5 | 2.9 | 0.0
CCn1nnnc1SCC(=O)Nc1nc(-c2cccs2)cs1 | 1.1 | -3 | -6 | -5 | 1.1 | 55* | 2.4 | -5 | 1.7 | -0.1
COCCCNC(=O)c1ccc(-n2nc(C(F)(F)F)cc2-c2cccs2)cc1 | 0.9 | 5 | -4 | . | 1 | 7 | 0.5 | -4 | 0.7 | 0.3

(continued)
SMILES | PMI act | Efa HMGR inh | TNAP inh no acc | S1P3 antagonist | PMI act hi M6P | Lmaj promast | Redox H2O2 prof | TNAP inh hiacc | RAM inhibit | Hsp70 act
CCCCC(=O)NC(=S)Nc1cc([N+](=O)[O-])ccc1OC | 0.9 | -4 | -4 | 6 | 0.9 | 4 | -1.7 | -5 | 3.7 | 0.1
COc1ccc(NS(=O)(=O)c2ccc(NC(=S)NC(=O)CC(C)C)cc2)cc1 | 0.8 | -3 | -1 | . | 0.8 | 97* | -1.5 | -4 | 10.0* | -0.2
Cc1ccc(Sc2ncccc2C(=O)O)cc1 | 1.2 | -4 | -7 | 6 | 1.1 | -6 | -0.1 | -5 | 1.5 | -0.3
Cc1csc(SCC(=O)Nc2nc3ccccc3s2)n1 | 0.9 | -1 | -8 | -8 | 1 | 3 | 0.8 | -2 | -1.5 | 0.2
CCOC(=O)c1c(C)sc2c1N(C(=O)CN(CC)CC)c1ccccc1S2 | 1 | -1 | -7 | . | 1 | 16 | 0.8 | -3 | -0.9 | -0.1
Cc1cc(C)n(CCOC(=O)c2sc3ccccc3c2Cl)n1 | 1 | 1 | -9 | -54 | 1 | -2 | 3.1 | -8 | 6.7 | -0.4
CCOC(=O)c1c(C)n(CC)c2ccc(OC(=O)c3ccc([N+](=O)[O-])cc3)cc12 | 0.9 | -2 | 1 | -5 | 0.9 | -4 | 0.4 | 2 | 1.8 | -0.4
COc1ccc(CC2(CO)CCN(Cc3cnn(C)c3)CC2)cc1 | 1 | 2 | -10 | -9 | 0.9 | 91* | -0.4 | -5 | 0.5 | -0.2
CCCCOc1ccc(CSCCN=C(N)N)cc1 | 0.9 | -7 | -3 | -23 | 0.9 | 97* | 0.3 | -7 | 2.7 | -0.3
Fc1cccc(/C=N/Nc2ccccn2)c1 | 1.2 | -4 | 5 | -8 | 1.1 | 9 | -1.1 | -8 | -0.1 | -0.1
COc1cccc(/C=c2\sc3nc(-c4cccs4)nn3c2=O)c1OC | 0.9 | -5 | -1 | 0 | 1 | -2 | -1.2 | 0 | 3.7 | 0.0
CC1CCCN(c2ccc([N+](=O)[O-])cc2C(=O)c2ccccc2)C1 (stereo unspecified) | 0.8 | -2 | -6 | 13 | 0.9 | 11 | 0.1 | 5 | 9.6* | -0.1

Compound activity from PubChem.
